TEAD-YAP inh: TEAD-YAP interaction inhibition; 640,000 compounds, 1.4% hits; HEK-TIYL cells, TEAD-Gal4/YAP UAS-luciferase luminescence; inhibition, % at 9.12 µM; in the data active = inhibition above about 32%;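 note: 0% = median of test compound wells and 100% = reference inhibitor wells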
FBW7 act: activators of human E3 ligase FBW7; Q969H0; AlphaScreen FBW7–phospho-cyclin E peptide binding, activator screen; normalized activity (activation), % at 26.1 µM; 650,000 compounds, 0.13% hits; AID 1259310; in the data active = normalized activity above about 1.9%;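 note: purified mutant Fbw7 with reduced substrate affinity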
GPR151 ag: activates the human receptor GPR151. Q8TDV0. PathHunter beta-arrestin GPR151 cells, luminescence. activation, % at 11.2 µM. 650,000 compounds, 1% hits. AID 1508602; in the data active = activation above about 4.9%;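 note: 0% = median of compound wells and 100% = cells with positive control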
Target sequence (Q8TDV0 whole entry, looked up): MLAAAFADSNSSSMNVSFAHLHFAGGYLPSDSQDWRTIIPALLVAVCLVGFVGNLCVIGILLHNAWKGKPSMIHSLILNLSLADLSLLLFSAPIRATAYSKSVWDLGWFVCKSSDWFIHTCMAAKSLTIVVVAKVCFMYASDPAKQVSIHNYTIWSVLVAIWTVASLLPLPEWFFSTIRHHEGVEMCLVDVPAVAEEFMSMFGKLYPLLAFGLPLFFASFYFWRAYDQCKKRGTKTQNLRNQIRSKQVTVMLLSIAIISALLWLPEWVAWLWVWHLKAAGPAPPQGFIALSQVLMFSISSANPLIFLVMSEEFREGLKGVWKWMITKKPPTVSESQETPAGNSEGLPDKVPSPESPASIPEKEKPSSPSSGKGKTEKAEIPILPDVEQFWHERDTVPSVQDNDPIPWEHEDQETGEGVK
MITF inh: inhibitors of human MITF | AID 1259374 | AlphaScreen MITF homodimerization, bead proximity signal | 650,000 compounds, 0.91% hits | inhibition, % at 2.6 µM; in the data active = inhibition above about 50%;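 note: 0% = vehicle wells with protein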
Target sequence (O75030 whole entry, looked up): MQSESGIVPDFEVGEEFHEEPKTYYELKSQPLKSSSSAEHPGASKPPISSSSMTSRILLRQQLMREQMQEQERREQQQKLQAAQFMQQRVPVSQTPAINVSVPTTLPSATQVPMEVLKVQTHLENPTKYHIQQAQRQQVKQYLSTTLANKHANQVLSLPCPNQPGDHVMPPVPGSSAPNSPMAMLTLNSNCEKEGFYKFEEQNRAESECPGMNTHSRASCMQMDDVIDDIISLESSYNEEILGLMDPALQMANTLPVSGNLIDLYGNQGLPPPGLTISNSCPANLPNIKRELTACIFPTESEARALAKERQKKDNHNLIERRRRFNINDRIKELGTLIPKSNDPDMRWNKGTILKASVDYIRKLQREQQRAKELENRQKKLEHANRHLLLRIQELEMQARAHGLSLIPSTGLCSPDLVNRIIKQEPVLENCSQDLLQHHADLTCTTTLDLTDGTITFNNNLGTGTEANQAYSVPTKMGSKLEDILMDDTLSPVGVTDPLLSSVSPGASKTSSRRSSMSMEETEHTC
The depositor's hits bear a star; & = joins results of further samples.

entry	Compound	TEAD-YAP inh	FBW7 act
1	CC(=O)c1cccc(N2C(=O)C3C4C=CC(O4)C3C2=O)c1 (centres undefined)	7	-0.1
2	CC(=O)c1cccc(NC(=O)c2noc(C(C)C)c2[N+](=O)[O-])c1	0	0.3
3	COc1ccc(C(=O)Nc2ccc3oc(=O)ccc3c2)cc1Cl	-6	0.1
4	COc1ccc([N+](=O)[O-])cc1C1=N/C(=C/c2cccc(OC(C)=O)c2)C(=O)O1	-4	0.1
5	CCOC(=O)C(C)Oc1cc(Cl)c(C=O)cc1OC (centres undefined)	-12	0.1
6	Cc1ccc2oc(=O)cc(CN3CCN(C)CC3)c2c1	-17	0.0
7	O=C(CSc1nc2c(sc(=S)n2CC2CCCO2)c(=O)n1-c1ccc(F)cc1)Nc1nccs1 (centres undefined)	-18	0.0
8	CC(C)(C)C1CCc2c(sc3ncnc(N)c23)C1 (centres undefined)	-8	-0.1
9	Cc1ccc(NC(=O)C(Cl)Cl)cc1[N+](=O)[O-]	15	0.0
10	CCC(Sc1nc2n[nH]c(C)c2c(=N)n1-c1ccc(Br)cc1)C(=O)NCCOC (centres undefined)	-6	0.2
11	Cc1cc(N2C(=O)NC(=O)/C(=C\c3ccccc3OCC#N)C2=O)ccc1Br	0	0.2
12	COc1cc2nc(Nc3ccc(-n4ccnc4)cc3)nc(NCc3cccc(C(F)(F)F)c3)c2cc1OC	8	-0.1
13	CCCc1[nH]nc2c1C(c1ccccc1C(F)(F)F)C(C#N)=C(N)O2 (centres undefined)	9	1.4
14	COc1ccccc1C(=O)Nc1cc(NC(=O)c2ccccc2OC)cc(C(=O)O)c1	10	0.6
15	OCc1cccnc1-c1nc2ccccc2s1	-39	0.0

entry	GPR151 ag	MITF inh
1	0.6	6
2	0.1	14
3	0.5	-9
4	-1.3	5
5	-1.4	31
6	-0.7	2
7	-0.6	3
8	1.0	2
9	0.1	-15
10	0.3	12
11	5.6*	-7
12	0.6	7
13	0.0	17
14	1.7	1
15	3.1	12

(further entries)
entry	Compound	TEAD-YAP inh	FBW7 act
16	CCOC(=O)c1ccc(NC(=O)C2CC(=O)N(CCc3ccc(OC)cc3)C(=Nc3ccc(Cl)cc3)S2)cc1 (centres undefined)	-6	0.0
17	CCOc1cc(C2C(C(=O)OC(C)C)=C(C)NC3=C2C(=O)CC(c2ccc(OC)cc2)C3)cc(Br)c1O (centres undefined)	5	1.0
18	COc1ccc(/C(O)=C2\C(=O)C(=O)NC2c2ccc(Cl)cc2)cc1OC (centres undefined)	-1	0.4
19	Cc1ccc(OCc2cc(C(=O)N3CCCCC3CCc3ccccn3)no2)cn1 (centres undefined)	17	0.0
20	Brc1ccc(C2CC(c3ccccc3)n3nnnc3N2)cc1 (centres undefined)	-4	-0.2
21	Cc1c([N+](=O)[O-])cc(S(=O)(=O)NC2CC2)cc1[N+](=O)[O-]	-3	0.4
22	O=C(NC1(C(=O)Nc2cccc(Cl)c2)CCCCC1)c1ccc(Cl)cc1	8	0.0
23	CC1(C)OC(=O)C(=CNCC(O)c2ccccc2)C(=O)O1 (centres undefined)	-10	0.5
24	Cc1ccc(CNc2ncnc3c2c(-c2ccccc2)cn3-c2ccc(Br)cc2)cc1	-4	0.1
25	CC1=C(O)C(C)(C)C(c2ccc(Br)cc2)OC1=O (centres undefined)	3	0.6
26	CC1(C)CC(=O)c2sc(NC(=O)c3cccc4ccccc34)nc2C1	-6	0.0
27	CC(=O)Oc1c(Br)cc(N(C(C)=O)S(=O)(=O)c2ccccc2)c2ccccc12	8	-0.1
28	CC(C)(C)NC(=O)C1(S(=O)(=O)c2ccc(Cl)cc2)CC1	-3	0.0
29	O=C(CSc1c[nH]c2ccccc12)Nc1cc(C(F)(F)F)ccc1Cl	6	-0.1
30	CN(C)c1cccc(Nc2nccn3c(-c4ccsc4)cnc23)c1	3	0.0

entry	GPR151 ag	MITF inh
16	0.1	-1
17	-0.1	6
18	0.1	21
19	-0.7	8
20	1.1	-1
21	0.4	12
22	-1.3	9
23	-1.4	25
24	3.1	29
25	-0.4	9
26	0.9	-4
27	-1.9	16
28	-1.6	-11
29	-0.2	12
30	-0.4	-9

(further entries)
entry	Compound	TEAD-YAP inh	FBW7 act
31	Cc1cc(/C=C2/C(=N)N3C=CSC3=NC2=O)c(C)n1-c1ccccc1F	86*	-0.1
32	COC(=O)COc1cc(OCC(=O)OC)c2c(-c3ccccc3)cc(=O)oc2c1	5	0.4
33	CC(NC(=O)C1CCCN1c1nnc(N2CCCC2=O)s1)c1ccc2c(c1)OCCO2 (centres undefined)	-1	0.0
34	CC(=O)C1=C(C)NC(SCC(=O)c2ccccc2Cl)=C(C#N)C1c1ccccc1Cl (centres undefined)	-4	0.9
35	c1ccc(CCN2CCC(n3cnc4cccnc43)CC2)cc1	-11	0.2
36	COc1ccc(NC(=O)C2CC23CCN(C(=O)Cc2ccc(F)c(F)c2)CC3)cc1Cl (centres undefined)	4	0.8
37	COc1cc(C2CC(=O)NC(SCc3cccc4ccccc34)=C2C#N)ccc1OCc1ccccc1 (centres undefined)	-5	0.0
38	COc1cccc(-c2nc(-c3ccc(O)cc3)[nH]c2-c2cccc(OC)c2)c1	16	-0.1
39	CCCCN(CCCC)C(=O)CCCC(=O)O	-2	0.2
40	O=C(CCCc1ccccc1)Nc1ccc(Nc2cc(-n3cccn3)ncn2)cc1	-5	-0.1
41	CCOC(=O)c1c(NC(=O)COc2ccc(F)cc2)sc2c1CCC(CC)C2 (centres undefined)	-18	0.4
42	COc1ccc(Oc2coc3c(CN(C)C)c(O)ccc3c2=O)cc1	5	-0.2
43	COCCN=C1NN=C(c2ccc(NC(=O)CC(C)C)cc2)CS1	-5	-0.3
44	O=C(Cc1ccc(Cl)cc1Cl)N1CCN(c2ccc(O)cc2)CC1	-7	0.5
45	COCCNC(=O)c1ccc2c(c1)ncn2-c1ccc(OC)cc1	-9	-0.1

entry	GPR151 ag	MITF inh
31	1.8	-2
32	-0.3	3
33	-1.9	0
34	-1.0	-1
35	-0.3	-16
36	-0.9	24
37	-0.4	6
38	1.0	6
39	-0.5	5
40	-1.1	-10
41	0.6	-3
42	1.8	4
43	-0.7	20
44	5.2*	4
45	0.1	7

(more compounds)
entry	Compound	TEAD-YAP inh	FBW7 act
46	Cc1ccc(NC(=O)CSc2nc(-c3ccccc3)cn2-c2ccc(F)cc2)cc1	-17	-0.2
47	CCOC(=O)c1sc2nc(SCc3cccc([N+](=O)[O-])c3)n(Cc3ccc(C)cc3)c(=O)c2c1C	-1	0.1
48	O=S1(=O)CCCCN1S(=O)(=O)c1ccccc1	3	-0.2
49	O=C(Cc1cn(-c2ccc(Nc3ccc(N4CCOCC4)cc3)nn2)c2ccccc12)NCCN1CCOCC1	2	-0.2
50	O=C(c1csc2c1CCCC2)N1CCc2c(nc[nH]c2=O)C1	9	0.0
51	O=C(c1cccc(F)c1F)N1CCN2C(=O)[C@H]3CCCN3C(=O)[C@H]2C1	9	0.7
52	Cc1csc(NC(=O)Cc2c[nH]c3ccccc23)n1	-23	0.4
53	CCOC(=O)c1sc(-n2nc(C)cc2C)nc1C	4	0.0
54	Fc1ccc(Nc2nc(-c3ccccc3F)nc3ccccc23)c(F)c1	1	-0.1
55	Cc1csc(NC(=O)CSc2nnc(-c3ccc(F)cc3)o2)n1	-50	-0.1
56	CCc1c(C)nc(SCC(=O)c2ccc(Br)cc2)c(C#N)c1C	-3	-0.1
57	COCCNc1cc(-c2cccnc2)nc(-c2cccnc2)n1	18	-0.2
58	O=C(NCc1ccc(F)cc1)c1ccc(F)c(S(=O)(=O)N2CCOCC2)c1	12	-0.1
59	CCOC(=O)c1sc2nc(SCc3ccc(Cl)cc3)n(Cc3ccco3)c(=O)c2c1C	-1	-0.2
60	Cc1ccc(NC(=O)c2ccc3c(c2)N(Cc2ccc(F)cc2)C(=O)CS3=O)c(C)c1 (centres undefined)	0	1.4

entry	GPR151 ag	MITF inh
46	0.1	-5
47	-0.5	15
48	-0.8	4
49	2.3	10
50	0.4	10
51	-0.9	6
52	-0.1	2
53	-0.3	14
54	-1.0	-4
55	-1.1	-7
56	-0.5	0
57	0.2	1
58	2.0	2
59	-1.4	-8
60	-1.0	26

Next part; it opens with the two that closed the last part.
entry	Compound	TEAD-YAP inh	FBW7 act
59	CCOC(=O)c1sc2nc(SCc3ccc(Cl)cc3)n(Cc3ccco3)c(=O)c2c1C	-1	-0.2
60	Cc1ccc(NC(=O)c2ccc3c(c2)N(Cc2ccc(F)cc2)C(=O)CS3=O)c(C)c1 (centres undefined)	0	1.4
61	Cn1c(/C(C#N)=C/c2ccc(Br)cc2)nc2ccccc21	-2	0.0
62	O=C(c1ccc2c(=O)n(C3CCCCC3)c(SCc3cccc(Cl)c3)nc2c1)N1CCN(c2ccccc2)CC1	-1	-0.1
63	CC(C)c1ccc(-c2c(NCc3cccs3)c(=O)c2=O)cc1	-4	0.0
64	COc1ccc(Cl)cc1NC(=O)/C(=C/c1cccc([N+](=O)[O-])c1)NC(=O)c1cc(Cl)ccc1OC	-10	0.0
65	Cc1cc(=O)oc2cc(OCC(=O)N3c4ccccc4NC(=O)C3(C)C)ccc12	-9	0.1
66	CC1CCN(c2ccc(F)cc2[N+](=O)[O-])CC1	-2	0.7
67	COc1cccc(CSc2ccc(C(=O)O)cc2[N+](=O)[O-])c1OC	10	-0.1
68	COc1ccc(N2C(=O)C3C4c5ccccc5C(c5ccccc54)C3C2=O)c([N+](=O)[O-])c1 (centres undefined)	8	-0.1
69	CC(C)N(CCNc1ccnc(NCc2cccnc2)n1)C(C)C	-6	0.1
70	CN(C)CCCNC(=O)CCN1c2ccccc2Sc2ccccc21	-1	0.1
71	O=C(CSc1cnccc1C(F)(F)F)NOCc1ccccc1	7	0.1
72	CCCCSc1nnc2c(n1)OC(c1ccc(Br)cc1)Nc1ccccc1-2 (centres undefined)	-16	0.0
73	CN(C)CCCNC(=O)c1cccc(-c2cncc(-c3ccc(O)cc3)n2)c1	10	0.1
74	O=[N+]([O-])c1ccc(S(=O)(=O)N/N=C/c2c[nH]c3ccccc23)cc1	21	0.1
75	CSc1ccc(CN2CCC(=O)N(CC3CCCCC3)CC2)cc1	-9	-0.5

entry	GPR151 ag	MITF inh
59	-1.4	-8
60	-1.0	26
61	-0.4	-3
62	-1.3	8
63	0.1	-7
64	0.6	6
65	-0.9	25
66	0.9	4
67	-0.6	8
68	0.0	14
69	0.1	11
70	-1.6	12
71	-3.1	-13
72	1.5	-4
73	2.6	16
74	0.5	11
75	0.6	-13

Entries of single compounds, quoted from the list. Order of screens: TEAD-YAP inh	FBW7 act	GPR151 ag	MITF inh
Shown for CSc1ccc(CN2CCC(=O)N(CC3CCCCC3)CC2)cc1 → -9	-0.5	0.6	-13
Shown for O=[N+]([O-])c1ccc(S(=O)(=O)N/N=C/c2c[nH]c3ccccc23)cc1 → 21	0.1	0.5	11
Shown for CC(C)c1ccc(-c2c(NCc3cccs3)c(=O)c2=O)cc1 → -4	0.0	0.1	-7

Further compounds:
entry	Compound	TEAD-YAP inh	FBW7 act
76	COCc1ccc(CN2CCC(n3nccc3NC(=O)C(C)(C)C)CC2)o1	-8	0.1
77	CCCCC1(COC(=O)CCC(=O)O)C(=O)N(c2ccccc2)N(c2ccccc2)C1=O	-10	0.2&-0.1
78	CCOC(=O)N1CCN(Cc2cccc(F)c2)CC1	10	0.2
79	Cc1cccc(C)c1NS(=O)(=O)c1ccc2c(c1)NC(=O)C(C)C(=O)N2 (centres undefined)	-11	0.7
80	O=C(Nc1nnc(SCc2ccccc2F)s1)c1cccc([N+](=O)[O-])c1	-4	0.1
81	CC(C)CCNC(=O)c1ccc2nc(-c3cccs3)c(-c3cccs3)nc2c1	-5	1.0
82	CC(=O)Nc1ncc(Cc2cccc(C)c2)s1	-4	0.1
83	COc1ccc(CNC(=O)C2CC(c3ccccc3F)=NO2)cc1 (centres undefined)	0	0.1
84	N#CC1=C(SCc2ccccc2Cl)NC(=O)CC1c1ccco1 (centres undefined)	3	0.0
85	COC(=O)c1cccc(C(=O)N2CCC(CO)(Cc3ccccc3Cl)CC2)c1	10	0.0
86	Cc1ccc(C(=O)Nc2nc3ccc([N+](=O)[O-])cc3s2)o1	-5	-0.2
87	CCC1CCC(c2ccc(C3=N/C(=C/c4cccc(Cl)c4Cl)C(=O)O3)cc2)CC1 (centres undefined)	1	-0.1
88	CC(C)(C)c1[nH]nc2c1C(c1ccc(OC(=O)N3CCOCC3)cc1)C(C#N)=C(N)O2 (centres undefined)	-1	-0.1
89	COc1ccccc1-n1c(=O)[nH]c2c(C(N)=O)nc(-c3cccc(OC)c3O)nc21	4	0.1
90	O=C(CCCn1c(SCC(=O)OCc2ccccc2)nc2ccsc2c1=O)NCCc1ccccc1	-7	0.0

entry	GPR151 ag	MITF inh
76	4.1	-6
77	-2.2&0.0	20&-10
78	1.4	13
79	-2.4	9
80	1.6	15
81	0.3	7
82	-0.5	-9
83	0.0	-11
84	-0.8	13
85	0.9	8
86	-1.1	16
87	-0.3	10
88	0.4	2
89	-0.3	8
90	0.2	-8
